Bioassay records as filed in PubChem.
DAX1 inh-1 = DAX1 (NR0B1) inhibitors, primary screen, cell-based, HEK293, Gal4-DAX1, luciferase luminescence. Nuclear receptor subfamily 0 group B member 1 (Homo sapiens), P51843. HEK293 Gal4-DAX1 luciferase reporter. inhibition, % at 6.75 µM. 340,000 compounds, 0.99% hits. AID 504766, 2011;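 active means inhibition above the mean over all tested compounds plus 3 SD, cut at about 4.2% in these data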;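 further: 0% = DAX1-transfected cells with DMSO and 100% = empty-vector control cells with DMSO; inhibition shows as a rise in luminescence from relieved DAX1 repression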
Target sequence (P51843 207-470 limits assumed): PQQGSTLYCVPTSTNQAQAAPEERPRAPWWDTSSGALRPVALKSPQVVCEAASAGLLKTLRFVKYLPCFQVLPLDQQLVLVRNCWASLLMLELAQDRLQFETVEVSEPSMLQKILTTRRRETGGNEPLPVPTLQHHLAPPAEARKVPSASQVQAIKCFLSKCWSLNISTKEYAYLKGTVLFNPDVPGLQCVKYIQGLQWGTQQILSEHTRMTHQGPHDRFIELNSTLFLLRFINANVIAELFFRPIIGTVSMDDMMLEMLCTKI
GC-A act = GC-A stimulated cGMP production enhancers – HEK293 GC-A cells, cGMP TR-FRET, EC30 ANP, primary screen; 0% at EC30 ANP, 100% saturating ANP; activation, % at 10 µM; 370,000 compounds, 0.14% hits; AID 1671463, 2021; in the data active means activation above about 40%
sPLA2-III inh = human group III sPLA2 inhibitors, primary screen, biochemical, QFRET, BODIPY PC-A2 liposome substrate. Group 3 secretory phospholipase A2 (Homo sapiens), Q9NZ20. QFRET BODIPY PC-A2 liposome hydrolysis, fluorescence. inhibition, % at 12.2 µM. 370,000 compounds, 0.56% hits;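 active means inhibition above mean plus 3 SD of compounds lying within the high and low control bounds, cut at about 19% in these data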;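 further: 0% = median of test compound wells and 100% = no enzyme DMSO wells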
SMARCA2 act = SMARCA2 (BRM) function activators, primary screen, cell-based, luminescence, high throughput; MG213 cells, MMTV-luciferase reporter, dexamethasone, overnight; activation, % at 9.1 µM; 370,000 compounds, 1% hits; in the data active means activation above about 7.8%;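 further: 0% = vehicle wells and 100% = reference activator wells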
ssDAF12 agonist = S. stercoralis DAF-12 nuclear receptor activators, primary screen, cell-based, luminescence, HEK293, GRIP1 co-expression, lit1-tk-luc; activation, % at 6.8 µM; Nuclear hormone receptor DAF-12 (Strongyloides stercoralis); AID 652126, 2013; HEK293 ssDAF-12/GRIP1 lit1-tk-luc reporter; % of 3 µM dafachronic acid response; 370,000 compounds, 1% hits;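 active means activation above the mean over all tested compounds plus 3 SD, cut at about 0.9% in these data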;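 further: 0% = DMSO-only wells and 100% = 3 µM delta7-dafachronic acid wells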
hgDAF12 agonist = H. glycines DAF-12 receptor agonists, primary screen, cell-based, luminescence, HEK293, GAL4 fusion, UAS-luciferase; 370,000 compounds, 1.8% hits; HEK293 GAL4-hgDAF12 UAS-luciferase reporter, agonist luminescence; normalized to butyrate control; AID 687014, 2013; activation, % at 6.8 µM;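 active means activation above a cutoff set at the mean of all screened compounds plus 3 SD, cut at about 10% in these data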;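 further: 0% = DMSO wells and 100% = sodium butyrate wells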
ADAM10 inh = human ADAM10 inhibitors, primary screen, biochemical, QFRET, HTS; recombinant ADAM10, EDANS/DABCYL FRET peptide cleavage, 3 h; inhibition, % at 7 µM; 370,000 compounds, 0.62% hits;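 active means inhibition above a per-campaign cutoff equal to the mean of compounds falling between control-based bounds plus 3 SD, cut at about 20% in these data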;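 further: 0% = DMSO wells while the 100% control is not disclosed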
Target sequence (O14672 214-748 limits assumed): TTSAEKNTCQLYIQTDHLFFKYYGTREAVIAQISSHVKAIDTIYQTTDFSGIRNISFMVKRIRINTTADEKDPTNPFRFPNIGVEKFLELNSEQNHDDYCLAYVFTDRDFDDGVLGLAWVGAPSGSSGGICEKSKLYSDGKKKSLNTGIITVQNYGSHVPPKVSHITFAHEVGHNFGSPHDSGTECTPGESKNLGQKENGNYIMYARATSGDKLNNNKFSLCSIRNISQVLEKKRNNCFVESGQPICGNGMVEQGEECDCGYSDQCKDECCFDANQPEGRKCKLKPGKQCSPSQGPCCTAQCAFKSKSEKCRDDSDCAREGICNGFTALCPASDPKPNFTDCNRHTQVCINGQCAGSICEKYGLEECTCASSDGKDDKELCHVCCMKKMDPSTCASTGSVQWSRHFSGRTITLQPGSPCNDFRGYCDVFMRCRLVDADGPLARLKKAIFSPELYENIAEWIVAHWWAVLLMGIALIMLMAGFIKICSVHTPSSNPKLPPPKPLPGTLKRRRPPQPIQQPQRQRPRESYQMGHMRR
NPR2 activator = human GC-B receptor activators, primary screen, HEK293 GC-B cells, cGMP TR-FRET, EC30 CNP; Atrial natriuretic peptide receptor 2 (Homo sapiens), P20594; 0% at EC30 CNP, 100% saturating CNP; activation, % at 10 µM; 370,000 compounds, 0.11% hits; AID 1920062, 2024;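 active means activation at 10 µM reaching about 35% in either raw or pattern-adjusted values, limit read from the data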
FXN GAA850 act = FXN promoter activators, primary screen, cell-based, luciferase luminescence, HEK293 lucGAA850; activation, % at 6 µM; 360,000 compounds, 0.56% hits; HEK293 lucGAA850 FXN promoter luciferase reporter, 24 h; percent of 10 µM SAHA response;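 active means activation above the average of all compounds screened plus 3 SD, cutoff fixed separately per campaign, cut at about 7.5% in these data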;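 further: 0% = DMSO wells and 100% = 10 µM SAHA wells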
DAX1 inh-2 = DAX1 (NR0B1) inhibitors on StAR promoter, primary screen, cell-based, luminescence, SF-1 (NR5A1), full-length DAX-1; inhibition, % at 6.8 µM; HEK293T StAR-luciferase reporter, SF-1/DAX-1 repression relief; 370,000 compounds, 1.1% hits; AID 652010, 2013;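 active means inhibition above the mean over all tested compounds plus 3 SD, cut at about 3.6% in these data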;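 further: 0% = DAX-1 cells with DMSO and 100% = cells lacking DAX-1 with DMSO; higher inhibition means more luminescence from relief of DAX-1 repression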
hcDAF12 agonist = H. contortus DAF-12 nuclear receptor activators, primary screen, cell-based, luminescence, HEK293, lit1-tk-luc reporter; HEK293 hcDAF-12 lit1-tk-luc reporter; 0% DMSO, 100% Δ7-dafachronic acid; activation, % at 6.8 µM; 370,000 compounds, 1.4% hits;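 active means activation above the mean of all tested compounds plus 3 SD, cut at about 5.5% in these data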;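 further: 100% = response to 3 µM Δ7-dafachronic acid high control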
* = called active by the depositor; i = inactive; nt = not tested or not shown.

SMILES	DAX1 inh-1	GC-A act	sPLA2-III inh	SMARCA2 act	ssDAF12 agonist	hgDAF12 agonist	ADAM10 inh	NPR2 activator	FXN GAA850 act	DAX1 inh-2	hcDAF12 agonist
O=C(/C=C/c1ccccc1O)c1ccc(Cl)cc1	-1.1	8	-12	3	0.7	8.6	19	-4	1.0	0.6	6.8*
COc1ccc(S(=O)(=O)N2CCCC(C(=O)NCc3ccc4c(c3)OCO4)C2)cc1 (stereo unspecified)	0.8	1	-1	-3	-1.9	-0.7	-1	4	-0.9	0.0	-1.5
COc1ccccc1-n1c(SCC(=O)NC2CCCC2)nc2cccnc21	-0.3	-4	4	-3	-1.2	2.8	-3	-4	-1.6	-0.8	-1.5
CNC(=O)COC(=O)c1cc2c(C)nn(-c3ccc(F)cc3)c2s1	-0.3	14	2	-3	-1.0	-2.2	-23	-1	-1.3	-0.8	-0.1
CCOC(=O)C1=C(C)N(C[C@@H]2CC[C@@H](Cc3ccc(-c4ccccc4)cc3)O2)C(=O)NC1c1cccc([N+](=O)[O-])c1 (stereo partly specified)	-0.3	-3	7	-3	-0.3	-1.2	-12	-5	0.7	0.6	0.1
COC(=O)C1=CN(c2ccc(F)c(F)c2)C=C(C(=O)OC)C1c1ccc([N+](=O)[O-])cc1	0.5	0	5	2	-0.8	-1.3	-2	2	2.6	0.1	-0.9
Cc1nc2ccccc2c(=O)n1CCCn1ccnc1	-0.4	-3	3	3	-1.0	-2.2	-6	0	0.9	-0.1	1.3
O=C(NC1CC1)C1=C[C@@H](C2CCCCC2)C[C@@H](OCCCCO)O1	1.1	1	-1	2	-1.3	0.7	-2	3	2.2	0.1	-0.6
O=C(CBr)N1CCc2ccccc2C(c2ccccc2)C1 (stereo unspecified)	0.2	-5	-3	7	0.0	9.3	-11	1	3.7	0.9	1.9
CCCC(C(=O)NNC(=O)c1cc(C)oc1C)c1ccccc1 (stereo unspecified)	-0.4	-6	3	0	-1.1	0.4	-8	-2	-1.1	-0.2	1.3
NS(=O)(=O)c1ccc(CCNC(=O)CSc2ccc([N+](=O)[O-])cc2)cc1	-1.5	7	1	1	-0.5	0.3	7	4	-0.6	-0.4	-1.1
COc1ccc2cc3cc(C(=O)NCCCN4CCc5ccccc5C4)sc3nc2c1	0.8	-1	4	3	-0.3	4.5	i	-5	5.1	1.0	0.7
C[C@@H]1CN(C(=O)OC(C)(C)C)CCN1c1ccc(N2CCS(=O)(=O)CC2)c(C#N)c1	nt	-2	-6	-2	-1.9	-1.0	-9	-1	nt	-1.2	-0.7
CC1(C)CC(=O)c2cc(C(=O)NCc3ccco3)c(=O)n(-c3ccc(Cl)cc3)c2C1	1.1	-7	-7	4	-1.7	-0.3	-3	-6	0.0	0.9	-0.2
CC(C)Cn1c(-c2cccs2)nc2ccccc21	-1.9	-3	2	1	-0.6	1.9	-126	-1	0.0	-0.5	-0.5
CCCNC(=O)C(=O)NCc1ccccn1	0.7	3	1	5	-1.0	2.5	12	4	2.7	-0.1	3.4
COc1ccc(C(CC(=O)N2CCN(c3ccccc3)CC2)c2c(O)cc(OC)cc2OC)cc1 (stereo unspecified)	0.4	-1	-7	1	-1.3	-1.6	-17	0	-1.2	0.0	-1.7
COc1ccc(/C=N/Nc2nnc(Cc3ccccc3)c(=O)[nH]2)cc1OC	-0.8	8	0	0	-1.5	5.2	-1	-7	5.7	0.7	1.8
O=C(Nc1ccc(F)cc1F)c1ccc2ncsc2c1	2.3	-2	1	2	-0.7	6.6	-9	-1	2.3	4.9*	2.4
C=CCNC(=O)c1c(Cl)cnn1-c1ccc(C)cc1	nt	3	-2	12*	-0.2	12*	6	-4	7.0	1.2	4.2
COc1ccc(COC(=O)c2n[nH]c3ccccc23)cc1F	-0.9	2	-34	2	-1.0	4.9	6	1	3.3	-0.5	-1.8
CC(C)(NC(=O)N1CCOCC1)c1cccc(C(C)(C)NC(=O)N2CCOCC2)c1	0.5	1	3	-1	-0.8	0.7	3	3	-0.2	-0.4	-1.6
CCOC(=O)C1CCN(C(=O)CN(C)S(=O)(=O)c2ccc3c(c2)c(=O)n(C)c(=O)n3C)CC1	-0.2	7	-3	-1	-0.8	1.4	2	12	-1.3	0.3	-1.7
COc1ccc2c(c1)N(C)/C(=C1/SC(=NCc3ccccc3)N(c3ccccc3)C1=O)S2	2.0	1	-4	-2	-1.0	-0.3	6	4	1.1	0.5	-0.6
O=S(=O)(c1ccc(-c2ccccc2)cc1)N1CCCCC1	1.3	-1	-1	0	-1.1	-0.6	3	5	1.1	-0.2	-1.5
N=C1/C(=C\c2coc3ccc(O)cc3c2=O)C(=O)N=C2SC=CN12	0.3	12	-8	-1	-1.0	0.5	-122	3	0.6	-0.4	3.3
O=C1CN(C(=O)COC(=O)c2oc3ccccc3c2COc2ccccc2)c2ccccc2N1	-0.8	-14	-1	-1	-0.7	-0.9	8	-4	0.0	-0.8	-0.2
COC(=O)c1cn(CC(=O)Nc2ccc(OC)cc2)c2ccccc12	-0.9	-12	-2	-3	-1.3	-3.0	-7	-2	-1.2	-0.4	-1.5
CC(C)(Cc1cc(CC(C)(C)C(=O)O)cc(C(C)(C)C)c1)C(=O)O	1.0	1	3	0	-1.0	-1.1	-4	8	1.0	-0.7	0.4
CCS(=O)(=O)N1CCC(C(=O)N2CCOCC2)CC1	-0.1	0	1	-3	-0.6	-1.2	4	4	-0.9	0.4	-0.4
Nc1ncnc2c1ncn2[C@@H]1O[C@H](CNCc2ccc(OCC(=O)Nc3nccs3)cc2)[C@@H](O)[C@H]1O	0.9	0	5	-4	-1.5	-1.6	-3	-3	-1.6	0.3	-0.2
COc1ccc2c3n(nc2c1)CCN=C3c1ccc(C)cc1	0.4	-2	-2	5	-0.6	2.4	-4	-12	6.0	0.1	3.2
COc1cc(NC(=O)c2noc(C)c2[N+](=O)[O-])c(OC)cc1Cl	0.3	0	-21	3	-0.1	2.6	5	-1	-2.5	0.7	3.5
CCc1ccccc1N(C(C)=O)c1nc(CN=C=S)cs1	-1.4	-2	-1	-1	-0.9	-3.3	-4	-4	1.2	-0.4	0.2
O=C(CSc1nc2ccccc2s1)NC1CCS(=O)(=O)C1 (stereo unspecified)	-0.4	0	-2	-1	-0.1	-0.9	-4	1	-2.9	0.2	3.0
CCc1ccc(CNC(=O)C2Cc3cc(S(=O)(=O)N4CCCC4)ccc3N2C(C)=O)cc1 (stereo unspecified)	2.2	2	-3	-2	-1.2	-1.1	7	1	0.9	-0.6	-3.1
O=C1CCCN1CCCNC(=S)Nc1ccc(Cl)cc1Cl	-0.5	6	7	-3	-1.7	0.7	-8	-3	0.4	0.6	-1.1
O=P(CCO)(c1ccccc1)c1ccccc1	1.7	-1	10	-1	-0.8	1.1	-144	-3	1.1	0.9	-0.7
O=[N+]([O-])c1ccc2c(c1)Nc1nc3ccccc3nc1N2	3.9	-22	-13	15*	-1.0	27*	-5	-3	3.1	1.9	3.6
CN1CCN(Cc2nc3cc(NC(=O)COc4ccc([N+](=O)[O-])cc4)ccc3n2C)CC1	-0.1	-2	3	-1	-1.0	-1.8	7	-2	-2.0	0.8	-1.0
Cc1cc2ccccc2c(=O)n1CC(=O)NCC(=O)N1CCCC1	0.4	2	0	0	-1.0	3.8	-33	1	-0.1	0.8	-0.1
Cc1ccc2c(c1)N(CC(=O)N(Cc1ccccn1)Cc1ccco1)C(=O)C(C(C)C)O2 (stereo unspecified)	0.9	-15	-10	-2	-1.3	-1.9	-2	-7	-2.7	-0.3	-1.5
Cc1ccc(NC(=O)CCNS(=O)(=O)c2ccccc2F)cc1S(=O)(=O)N1CCOCC1	1.1	2	-4	-1	-1.4	-2.0	3	3	2.4	-1.8	-1.2
Cc1cc(=O)[nH]c(SCn2nnc3ccccc3c2=O)n1	3.2	-2	5	1	-1.8	-1.7	11	-3	4.2	0.3	0.4
CC(C)C(=O)Nc1ccnc(-c2cccnc2)n1	-0.4	-2	3	1	-1.1	-1.9	2	-6	0.2	-0.6	0.0
COc1cc2nc(CN(C)Cc3nc4ccccc4c(=O)[nH]3)[nH]c(=O)c2cc1OC	-1.3	3	5	-5	-1.6	-2.8	-5	6	0.8	0.6	-0.4
C=CCN1C(=O)[C@]2(OCCC=C[C@H]2C)c2cc(OC)ccc21	nt	-7	12	-4	-1.3	-5.1	-18	-4	nt	-0.7	-1.8
O=C(CN1CCC(O)(c2cccc(F)c2)CC1)NCCc1c[nH]c2ccccc12	-0.9	-7	-37	0	-1.1	-0.5	3	-2	-1.2	-0.6	-1.2
CC1=C(C(=O)OCc2ccccc2)C(c2cccc([N+](=O)[O-])c2)NC(=O)N1CCCCCC(=O)O (stereo unspecified)	0.9	-1	-6	1	-1.4	2.8	0	-2	2.9	0.2	1.4
Cc1ccccc1C(=O)Nc1ccnn1C1CCN(C2CCSCC2)CC1	0.1	-1	-2	5	0.0	-0.2	-4	1	-0.8	1.2	-1.5
O=C(c1ccco1)N1CCN=C1SCc1c(F)cccc1Cl	0.7	8	-1	0	-0.9	0.5	-2	8	0.3	0.5	-1.1
CCCC1(C(=O)OCC)NC(c2ccc(N(C)C)cc2)C2C(=O)N(c3ccc(OCC)cc3)C(=O)C21 (stereo unspecified)	0.1	0	-3	0	-0.6	0.1	-6	-2	-2.5	0.0	0.3
CS(=O)(=O)N(Cc1ccccc1)c1ccc(C(=O)NCC2CCCO2)cc1 (stereo unspecified)	0.8	1	-3	3	-1.3	-0.2	-6	2	-1.0	-0.3	0.4

An excerpt from above in order of count of non-hydrogen atoms, lowest first:
SMILES	DAX1 inh-1	GC-A act	sPLA2-III inh	SMARCA2 act	ssDAF12 agonist	hgDAF12 agonist	ADAM10 inh	NPR2 activator	FXN GAA850 act	DAX1 inh-2	hcDAF12 agonist
Cc1nc2ccccc2c(=O)n1CCCn1ccnc1	-0.4	-3	3	3	-1.0	-2.2	-6	0	0.9	-0.1	1.3
CCCC(C(=O)NNC(=O)c1cc(C)oc1C)c1ccccc1 (stereo unspecified)	-0.4	-6	3	0	-1.1	0.4	-8	-2	-1.1	-0.2	1.3
COc1ccc(S(=O)(=O)N2CCCC(C(=O)NCc3ccc4c(c3)OCO4)C2)cc1 (stereo unspecified)	0.8	1	-1	-3	-1.9	-0.7	-1	4	-0.9	0.0	-1.5
